FLuc modulator: qHTS profiling assay for firefly luciferase inhibitor/activator using purifed enzyme and Km concentrations of substrates (counterscreen for miR-21 project). 360,000 tested, 6.9% active. AID 588342, 2011. purified FLuc, Km substrates, luminescence inhibition. Potency, µM (top dose mostly 57.5 µM), without a hit: at the highest dose activity change, negative = inhibition, usual class: inhibitors;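 note: potency is the fitted concentration of half-maximal effect; plate controls were vehicle for no effect and reference inhibitor for full effect; nearly all actives have a fitted effect of over 55% in size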
Target sequence (P08659 whole entry, looked up): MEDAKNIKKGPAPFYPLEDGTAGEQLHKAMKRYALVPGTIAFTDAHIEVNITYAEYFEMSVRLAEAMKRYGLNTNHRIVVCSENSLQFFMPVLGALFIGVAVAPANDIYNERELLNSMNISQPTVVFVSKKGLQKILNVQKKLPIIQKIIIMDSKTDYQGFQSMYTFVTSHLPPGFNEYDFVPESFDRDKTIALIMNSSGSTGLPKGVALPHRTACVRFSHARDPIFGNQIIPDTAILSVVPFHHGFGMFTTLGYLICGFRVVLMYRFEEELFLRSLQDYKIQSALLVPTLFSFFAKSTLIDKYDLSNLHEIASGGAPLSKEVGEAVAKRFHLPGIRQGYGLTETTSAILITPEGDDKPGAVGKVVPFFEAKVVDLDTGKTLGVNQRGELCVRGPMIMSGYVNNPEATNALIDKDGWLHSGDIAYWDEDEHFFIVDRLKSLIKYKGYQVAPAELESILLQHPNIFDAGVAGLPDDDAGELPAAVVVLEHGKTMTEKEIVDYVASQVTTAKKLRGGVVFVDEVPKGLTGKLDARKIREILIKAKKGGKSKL
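Purified P. pyralis luciferase, 10 nM final, with Km-level 10 uM D-luciferin and 10 uM ATP in 50 mM Tris acetate pH 7.5, 10 mM Mg acetate, 0.01% Tween-20, 0.05% BSA; 6-point qHTS titration about 60 µM downward; luminescence read.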
Rab9 prom act: qHTS Assay for Rab9 Promoter Activators; AID 485297, 2010; Huh7 Rab9 promoter-luciferase reporter, luminescence, 24 h; 320,000 tested, 2.8% active; Potency, µM (top dose mostly 9.22 µM), inactives show at the top dose activation, negative = inhibition, hits mostly activators; note: potency is the fitted concentration of half-maximal effect; % of control where 0% means no effect; nearly all actives have a fitted effect of over 60% in size
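Cell-based reporter: Huh7 stable for Rab9 promoter-driven luciferase, plated in reduced-serum medium with 10% FBS at 1500 cells/well, compound-treated 24 h at 37 °C, luminescence read after 10 min reagent.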
p53 reactivator: qHTS assay for re-activators of p53 using a Luc reporter; H1299 p53-A138V BP100-luciferase reporter, luminescence, 24 h; Potency, µM (highest dose often 92.2 µM), inactives show at the top dose activity change, positive = activation, usual class: activators; 320,000 tested, 0.063% active; note: potency is the fitted concentration of half-maximal effect; % of control where 0% means no effect; nearly all actives have a fitted effect of over 45% in size
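H1299 (p53-null), stable ts p53-A138V + BP100-Luc; 1000 cells/well, Opti-MEM/10% FBS; cpd 4 pt, 1:5; 24 h, 37 deg C, 5% CO2; detection reagent 10 min RT; luminescence.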
Menin MLL FP TR: qHTS Assay for Inhibitors Targeting the Menin-MLL Interaction in MLL Related Leukemias: Competition With Texas Red Labeled MLL-derived Mutant Peptide. Menin + Texas Red MLL mutant peptide, fluorescence polarization. Potency, µM (top dose mostly 61.6 µM), without a hit: top-dose FP activity change, negative = inhibition, most hits filed as inhibitors. 270,000 tested, 0.23% active. AID 1768, 2009; active = well fitted inhibition curve with a large enough effect in the polarisation, with a control signal flat, not every such curve was filed as active; inconclusive = small, poorly fitted or top-dose-only effect, or effect the other way, or a change in a side signal; inactive = no such curve, though single readings can be large or run the other way; the % refers to the polarisation; note: potency is the fitted concentration of half-maximal effect; % of control where 0% means no effect; many of its hits are not listed in these tables
PKM2 act: qHTS Assay for Activators of Human Muscle isoform 2 Pyruvate Kinase. Pyruvate kinase PKM (Homo sapiens), P14618. purified PKM2, Kinase-Glo ATP luminescence, activation; response scale: 0% is enzyme alone, no compound. Potency, µM (highest dose often 57.5 µM), inactives show at the highest dose activation, usual class: activators. 260,000 tested, 0.34% active. AID 1631, 2009; note: potency is the fitted concentration of half-maximal effect; % is set by controls: 0 for no effect and ±100 for the full control effect; nearly all actives have a fitted effect of over 55% in size
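hPK-M2, >95% pure; 0.1 mM ADP / 0.5 mM PEP final; imidazole pH7.2 buffer w/ 7 mM MgCl2, 50 mM KCl; 1 h RT; Kinase-Glo lum. Intermediate enzyme activity for dual inhibitor/activator qHTS.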
NPC1 prom act: qHTS Assay for NPC1 Promoter Activators. Huh7 NPC1 promoter luciferase reporter, 24 h. 320,000 tested, 2.4% active. Potency, µM (titrated, usually from 9.22 µM), for the others: at the top dose activation, hits mostly activators. AID 485313, 2010;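 note: potency is the fitted concentration of half-maximal effect; % of control where 0% means no effect; nearly all actives have a fitted effect of over 60% in size; reporter is driven by a mutant NPC1 promoter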
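Luminescence from an NPC1 promoter-driven luciferase reporter in stably transfected Huh7 cells was measured after 24 h compound treatment at 37 °C, followed by 10 min ambient incubation with luciferase detection reagent.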
Giardia killer: Small Molecules that selectively kill Giardia lamblia: qHTS; Giardia lamblia trophozoite viability; 340,000 tested, 0.15% active; activity change, % at 7.66 µM, hits read low; AID 540267, 2011; in the data active = activity change below about -80%; inconclusive = between about -30% and that limit;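 note: parasites exposed to compound for two days anaerobically before the ATP read; % is set by controls: 0 for no effect and ±100 for the full control effect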
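Luminescence from cellular ATP indicates surviving trophozoites (100 cells/well) following 48 hrs anaerobic compound treatment at 37 deg C; signal develops 15-30 min at room temperature.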
ELG1 genotox: qHTS screen for small molecules that induce genotoxicity in human embryonic kidney (HEK293T) cells expressing luciferase-tagged ELG1. HEK293T ELG1-luciferase reporter, luminescence, 16 h. Potency, µM (titrated, usually from 46 µM), for inactives: top-dose activity change, positive = activation, actives largely listed as activators. 330,000 tested, 1.3% active; note: potency is the fitted concentration of half-maximal effect; % of control where 0% means no effect; nearly all actives have a fitted effect of over 60% in size
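HEK293T cells expressing luciferase-tagged ELG1 were treated with compound or DMSO for 16 hr at 37°C. Luciferase activity was then read after 30 min with ONE-Glo at room temperature; rising signal flags genetic stress.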
VP16 counter: VP16 counterscreen qHTS for inhibitors of ROR gamma transcriptional activity; Potency, µM (highest dose often 53.6 µM), for the others: at the top dose activity, negative = inhibition, usual class: inhibitors; AID 2546, 2010; Drosophila S2 Gal4-VP16 UAS-luciferase, luminescence, 20 h; 310,000 tested, 3.5% active;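 note: Gal4-VP16 expression switched on by copper sulfate through the metallothionein promoter; potency is the fitted concentration of half-maximal effect; % is set by controls: 0 for no effect and ±100 for the full control effect; nearly all actives have a fitted effect of over 50% in size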
BRCA1 expr up: qHTS Assay to Identify Small Molecule Activators of BRCA1 Expression; MCF7-BRCA1-FFLuc reporter, luminescence, 48 h; response scale: scaled: vehicle 0%, 10 µM genistein 100%; Potency, µM (highest dose often 46.1 µM), for the others: at the top dose activation, actives largely listed as activators; 380,000 tested, 1.1% active; AID 624202, 2012; note: potency is the fitted concentration of half-maximal effect; nearly all actives have a fitted effect of over 80% in size; some results filed as inactive show a strong effect at the top dose
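MCF7 cells carrying a BRCA1-firefly luciferase reporter (2000 cells/well, phenol-red free MEM) were attached for 2 h at 37 °C, then given compounds for 48 h. Luminescence was read 15 min after luciferase reagent; activity normalized to genistein (10 microM) and DMSO.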
RORg inh: qHTS for inhibitors of ROR gamma transcriptional activity; Nuclear receptor ROR-gamma (Mus musculus), P51450; Drosophila S2 Gal4-RORgamma UAS-luciferase reporter, 20 h; Potency, µM (titrated, usually from 53.6 µM), for the others: at the top dose activity change, negative = inhibition, most hits filed as inhibitors; 310,000 tested, 5.4% active; note: potency is the fitted concentration of half-maximal effect; % is set by controls: 0 for no effect and ±100 for the full control effect; nearly all actives have a fitted effect of over 60% in size
Target sequence (P51450 whole entry, looked up, the tested form may be a part): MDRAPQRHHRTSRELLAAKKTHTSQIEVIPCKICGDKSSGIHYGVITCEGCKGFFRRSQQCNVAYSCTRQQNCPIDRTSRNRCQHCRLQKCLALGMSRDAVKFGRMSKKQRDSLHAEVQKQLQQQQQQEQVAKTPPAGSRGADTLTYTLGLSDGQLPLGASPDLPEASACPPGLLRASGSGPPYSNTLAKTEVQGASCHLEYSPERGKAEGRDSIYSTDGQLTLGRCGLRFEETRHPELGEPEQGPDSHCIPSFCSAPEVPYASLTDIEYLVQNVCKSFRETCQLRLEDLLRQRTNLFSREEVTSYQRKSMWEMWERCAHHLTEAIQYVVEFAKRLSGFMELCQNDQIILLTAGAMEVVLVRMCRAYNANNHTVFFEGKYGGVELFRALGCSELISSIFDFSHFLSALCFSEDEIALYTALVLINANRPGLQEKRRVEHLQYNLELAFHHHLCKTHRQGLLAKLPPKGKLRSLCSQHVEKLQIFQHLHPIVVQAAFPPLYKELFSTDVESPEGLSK
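Stable Schneider cell line, Gal4 DNA-binding domain fused to ROR gamma, UAS-luciferase. Cmpd 1 hr RT → CuSO4 700 uM final → 20 hr RT → luciferase reagent 10 min → luminescence.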
Starred values were filed as active, the others as inactive; ? = inconclusive; · = not tested or not shown; & = joins results of further samples; [ ] = another dose, or the depositor's remark. Unless noted, calls come from the whole dose curve; as a rule, active = well fitted curve in the direction sought with a large enough effect; inconclusive = small, poorly fitted or top-dose-only effect, or another doubt; inactive = no such curve, though single readings can be large; an effect the other way counts as inactive or inconclusive. An excerpt; rates above refer to the full screens.

SMILES	FLuc modulator	Rab9 prom act	p53 reactivator	Menin MLL FP TR	PKM2 act	NPC1 prom act	Giardia killer	ELG1 genotox	VP16 counter	BRCA1 expr up	RORg inh
CSCCC(NC(=O)COc1ccccc1)C(=O)NCC1COc2ccccc2O1 (centres undefined)	-1%	0%	-9%	·	-4%	0%	21	-5%	-7%	-11%	-11%
S=C(Nc1ccccc1Cl)Nc1ccc(Cl)cc1Cl	-6%	12%	1%	-20%	2%	3%	35[activator]	2%	1%	-44%	-35%
CC(C)Cc1nnc(NC(=O)CSc2ccccn2)s1	-4%	8%	4%	-2%	-3%	0%	7	23%	15%	?	-11%
Cc1ccc(N(CC(=O)NC2CCCCC2)S(=O)(=O)c2c(C)nn(C)c2C)cc1	3%	-2%	-6%	-2%	·	-4%	4	2%	3%	12%	-32%
Cc1cc(C)cc(N(CC(=O)NCc2ccc(F)cc2)C(=O)c2snc(C(N)=O)c2N)c1	1%	-3%	2%	?	·	-8%	-13	8%	3%	-36%	25%
CN(C)S(=O)(=O)c1ccc(NC(=O)C2CC3C=CC2C3)cc1 (centres undefined)	-2%	1%	-2%	4%	0%	-3%	9	2%	-11%	-9%	39%
Cc1cc(C)nc(/N=C(/NC(=O)Nc2ccc(Cl)c(Cl)c2)Nc2ccccc2)n1	1%	1%	-1%	-9%	-2%	-1%	·	-3%	3%	·	-11%
CCn1cnc2sc(C(=O)N(Cc3ccc(N(C)C)cc3)Cc3ccco3)c(C)c2c1=O	1%	-2%	-10%	-11%	-19%	-3%	-26	-3%	4%	-34%	32%
Cn1c(=O)c2c(-c3ccccc3)n(-c3ccccc3O)cc2n(C)c1=O	0%	-5%	-7%	-26%	0%	2%	26	1%	-3%	-12%	34%
COc1ccc2oc(C)c(C(=O)c3ccc([N+](=O)[O-])cc3)c2c1	-10%	-2%	3%	-9%	4%	-1%	-2	-6%	-4%	20%	-2%
CCCOc1ccc(-c2nnn(CC(=O)c3c[nH]c4ccccc34)n2)cc1	3%	-10%	1%	?	-2%	1%	-22	-3%	2%	-4%	-1%
O=c1cc(-c2cccc(F)c2)[nH]c2ccccc12	-26%	-21%	4%	3%[94.6 µM]	4%	-12%	-2	?	-3%[96.6 µM]	-28%	24%[96.6 µM]
Cc1cc(NCCN2CCCCC2)n2c(nc3ccccc32)c1C#N	4%	-2%	1%	0%	9%	-2%	·	-5%	1%	·	?
CC(=O)N1CCC2(CC1)CC(=O)c1cc(OCC(=O)NCc3ccc(C)cc3)ccc1O2	?	-9%	6%	-10%	-11%	1%	-5	-3%	1%	-22%	?
COc1ccc(C(C)=O)cc1COC(=O)C(CO)NS(=O)(=O)c1ccc(Br)cc1 (centres undefined)	0%	-4%	-2%	-10%	1%	-6%	-7	-5%	0%	-21%	12%
O=C(c1ccco1)N1CCN(C(c2ccccc2Cl)c2nnnn2Cc2ccco2)CC1 (centres undefined)	1%	-3%	-7%	?	12%	0%	-3	-2%	?	-37%	?
O=C(CN1CCOCC1)Nc1ccc2c(c1)OC(F)(F)O2	0%	-1%	-3%	16%	0%	-1%	-5	0%	-11%	19%	-2%
N#Cc1cc(-c2ccccc2)oc1NC(=O)c1ccco1	-18%[2.3 µM]	3%	20%	32%[activator]	-5%	13%	0	5%	-1%	33%	30%
Cc1ccc(NC(=O)Cn2c(=O)cnc3ccccc32)cc1S(=O)(=O)N1CCCCC1	·	-14%	-18%	·	·	1%	-8	-3%	·	-27%	·
CCCn1nnc(NC(=S)NC(=O)c2cccs2)n1	?	11%	?	-5%	1%	10%	-12	14%	5.6µM*	37%	2µM*
CC(C)CC(NC(=O)C(NC(=O)OC(C)(C)C)C(C)C)C(N)=O (centres undefined)	0%	0%	4%	9%	-2%	-4%	-21	2%	-7%	3%	18%
Cn1ccc(=NC=C(C#N)C#N)c2ccccc21	-8%	-1%	-4%	0%	0%	4%	-15	-1%	-14%	1%	27%
O=C(CCNC(=O)c1ccc([N+](=O)[O-])cc1)Nc1ccc(F)cc1	0%	1%	-6%	4%	·	2%	28	-7%	-7%	-2%	17%
CC(=O)N=C1SC2CS(=O)(=O)CC2N1c1ccc(-c2nc3ccc(C)cc3s2)cc1 (centres undefined)	9.5µM*	0.89µM*	?	-14%	?	2.8µM*	·	?	-4%	·	-10%
Nc1cccc(-c2cn3cccnc3n2)c1	-19%	25%	9%	5%	-2%	5%	-2	2%	7%	-3%	?
SMILES	FLuc modulator	Rab9 prom act	p53 reactivator	Menin MLL FP TR	PKM2 act	NPC1 prom act	Giardia killer	ELG1 genotox	VP16 counter	BRCA1 expr up	RORg inh
O=C(CCN1C(=O)C2C3C=CC(C3)C2C1=O)Nc1ccc2c(c1)OCO2 (centres undefined)	-20%	11%	6%	-1%	-4%	3%	9	3%	-11%	6%	22%
O=C(Nc1ccc(OCc2ccccc2)cc1)c1cccc([N+](=O)[O-])c1	3%	19%	-1%	?	1%	16%	-4	11%	?	10%	-30%
Cc1c(N(C)C(=O)c2ccc3c(c2)OCO3)c(=O)n(-c2ccccc2)n1C	3%	-10%	-1%	-3%	-7%	-1%	-3	1%	-11%	0%	-26%
CCCCCCCCCCCC(=O)NC1CCS(=O)(=O)C1 (centres undefined)	-9%	-2%	-2%	0%	-1%	-4%	18	7%	-2%	14%	32%
Cc1ccc(NC(=O)CCNS(=O)(=O)c2cccs2)cc1F	-18%	-4%	8%	9%	2%	0%	-10	3%	-2%	17%&18%	-6%
COc1ccc(C(=O)N/N=C\c2ccoc2)cc1	19µM*	26%	25%	2%	-11%	?	7	?	1%	?	-20%
CN1CCc2c(sc3nc(NCCO)n(-c4cccc(Cl)c4)c(=O)c23)C1	3%	-5%	3%	7%	·	-2%	3	3%	-9%	2%	-26%
COc1ccc(C(=O)CCN2CCCCCC2)cc1	-11%	-17%	-44%[inhibitor]	?	2%	-8%	-4	0%	5µM*	-48%	3.2µM*
CCOC(=O)N1CCN(CC(=O)N2c3ccccc3CCc3ccccc32)CC1	-1%	-4%	0%	-23%	11%	-2%	?	-4%	7%	4%	-2%
CCCSc1nc(C)cc(C)c1C(N)=O	0%	9%	2%	12%	-1%	0%	0	3%	2%	11%	-10%
COc1ccc(CC(=O)Nc2cc(C)on2)cc1	-6%	1%	?	-9%	7%	-5%	0	0%	13%	14%	22%
Cc1cccc(C)c1Nc1nnc(SCC(=O)Nc2ncc(C(F)(F)F)cc2Cl)s1	0%	1%	-2%	0%	0%	0%	56[activator]	0%	6%	-2%	-32%
O=C(C1=C(O)C(=O)N(CCN2CCOCC2)C1c1cccc(Br)c1)c1cc2ccccc2o1 (centres undefined)	2%	-2%	0%	·	·	0%	-5	0%	1%	0%	25%
COc1cc(NC2c3ccccc3C(=O)N2c2ccc(C)cn2)cc(OC)c1OC (centres undefined)	?	?	?	-16%	8%	?	5	?	-25%	?	?
O=C(COC(=O)CNC(=O)c1cccs1)Nc1ccccc1C(F)(F)F	4%	-3%	-1%	4%	2%	-9%	-22	0%	-17%	5%	16%
Cn1c(CCC(=O)Nc2ccc(N3CCOCC3)cc2)nc(=O)c2ccccc21	-19%	6%	6%	8%	-1%	1%	3	2%	9%	15%	0%
CNCc1sccc1C	-1%	0%	-1%	7%	-6%	-4%	1	1%	6%	-10%	-4%
Cc1cc(C)n(CC2CC(=O)N(c3ccc(F)c(Cl)c3)C2=O)n1 (centres undefined)	-6%	-1%	-3%	19%	-11%	3%	6	-8%	4%	-14%	14µM*
O=C(COc1ccc2ccccc2c1)NC1CC1	17µM*	?	18%	1%	-3%	11%	-3	17%	0%	?	?
CCOc1ccc(S(=O)(=O)N2CCN(Cc3ccccc3)CC2)c2cccnc12	-1%	-6%	1%	-1%	2%	-1%	-5	-11%	6%	-36%	-42%
CCOc1ccc2cc(/C=C/C(=O)c3ccco3)c(Cl)nc2c1	-15%	?	18%	8%	10%	?	3	15%	?	89%	?
CCC1Sc2ccc(S(=O)(=O)N3CCN(c4ccccc4)CC3)cc2NC1=O (centres undefined)	-2%	-11%	-6%	·	·	-6%	-23	-10%	-21%	-13%	?
COc1ccccc1-c1c(C(F)(F)F)oc2c(CN(C)C)c(O)ccc2c1=O	-1%	3%	·	8%	-1%	5%	-21	2%	-11%	0%	-15%

Compound activity deposited in PubChem by National Center for Advancing Translational Sciences (NCATS).
